High-throughput results from PubChem.
GPR35 antagonists = GPR35 antagonists blocking zaprinast-driven arrestin recruitment, primary screen, imaging, U2OS, beta-arrestin-GFP, zaprinast agonist (AID 2058); U2OS GPR35 beta-arrestin-GFP translocation imaging, zaprinast antagonism; higher % means a stronger effect; one-dose inhibition, % at 10 µM; IC50 in µM for titrated hits; hit rate 0.052% among 290,000;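 active means inhibition of at least 50% with at least 30 cells and total cytoplasm GFP at most 10,000,000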
KOR beta-arrestin-1 = KOR antagonists, beta-arrestin recruitment, cell-based, luminescence, uHTS (AID 1778); KOR beta-arrestin recruitment, luminescence, antagonist mode; higher % means a stronger effect; hit rate 0.091% among 290,000; inhibition, % at 10 µM; hits with a dose series show IC50 in µM; Kappa-type opioid receptor (Homo sapiens); in the data active means inhibition above about 50%; further: strong numbers were not always called active
MgcRacGAP inhibition = MgcRacGAP GTPase-activating activity inhibitors, confirmation, biochemical, ADP Hunter fluorescence. MgcRacGAP-stimulated Rac1 GTP hydrolysis, ADP Hunter fluorescence; higher % means a stronger effect; GST-tagged Rac1 F28L mutant substrate. hit rate 0.6% among 340,000. AID 624330, 2012. inhibition, % at 30 µM; hits with a dose series show IC50 in µM;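 active means first-screen hits whose inhibition reached a set limit at any dose in the follow-up dose series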;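 further: fluorescence reports GDP produced by GAP-driven GTP hydrolysis; strong numbers were not always called active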
GPR55 activation = GPR55 agonists via beta-arrestin recruitment, primary screen, imaging, U2OS cells, beta-arrestin-GFP redistribution (AID 1961) | U2OS GPR55 beta-arrestin-GFP redistribution imaging; higher % means a stronger effect | one-dose activation, % at 10 µM; EC50 in µM for titrated hits | hit rate 0.048% among 290,000;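 active means activation above 40% with more than 50 cells counted in the well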;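 further: U2OS osteosarcoma cells stably expressing GPR55 and beta-arrestin-GFP; plate controls were DMSO negative control for no effect and LPI positive control for full effect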
K1F lysis inhibition = inhibition of K1F phage lysis, E. coli UTI89, bacterial capsule biogenesis inhibitors, alamar blue (AID 488966). one-dose inhibition, % at 100 µM; IC50 in µM for titrated hits. hit rate 0.02% among 340,000. E. coli UTI89 K1F phage lysis, alamar blue, 2 h; higher % means a stronger effect;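 active means phage lysis inhibition, versus mean bacterial control, above a set limit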;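 further: capsule biogenesis inhibitors block K1F phage lysis so surviving cells raise fluorescence; higher fluorescence means more inhibition of phage lysis; actives were called in the ten point dose series up to 300 µM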
KOR beta-arrestin-2 = KOR agonists, beta-arrestin recruitment, primary screen, cell-based, luminescence, uHTS (AID 1777); KOR beta-arrestin recruitment, luminescence; higher % means a stronger effect; one-dose activation, % at 10 µM; EC50 in µM for titrated hits; hit rate 0.02% among 280,000; in the data active means activation above about 50%, passing the limit was not always enough; further: a part of the inactive calls stands beside numbers as strong as those of hits
NTR1 ag = agonists of NTR1, primary screen, imaging, U2OS cells, beta-arrestin-GFP, high content (AID 493036). Neurotensin receptor type 1 (Homo sapiens), P30989. NTR1-U2OS beta-arrestin-GFP spot imaging, agonist mode. activation, % at 20 µM. hit rate 0.17% among 330,000;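 active means activation at or above 40% of the spot to cytoplasm intensity ratio, with at least 20 cells analyzed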;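 further: 0% = DMSO without peptide and 100% = 100 nM NTR1 peptide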
Target sequence (P30989 whole entry, looked up): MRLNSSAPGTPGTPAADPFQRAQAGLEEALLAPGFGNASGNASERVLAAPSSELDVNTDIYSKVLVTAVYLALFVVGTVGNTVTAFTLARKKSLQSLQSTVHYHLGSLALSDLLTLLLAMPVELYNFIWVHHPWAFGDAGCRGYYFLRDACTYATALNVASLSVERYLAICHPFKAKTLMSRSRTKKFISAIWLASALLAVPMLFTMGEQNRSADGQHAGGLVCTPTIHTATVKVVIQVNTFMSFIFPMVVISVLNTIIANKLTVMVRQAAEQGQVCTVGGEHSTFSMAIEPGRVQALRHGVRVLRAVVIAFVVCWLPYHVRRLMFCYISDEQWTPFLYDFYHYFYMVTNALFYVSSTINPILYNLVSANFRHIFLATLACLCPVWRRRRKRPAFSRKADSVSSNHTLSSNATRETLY
GPR55 LPI antagonism = GPR55 antagonists blocking LPI-driven arrestin recruitment, primary screen, imaging, U2OS, beta-arrestin-GFP, LPI agonist (AID 2013) | G-protein coupled receptor 55 (Homo sapiens) | U2OS GPR55 beta-arrestin-GFP translocation imaging, LPI antagonism; higher % means a stronger effect | one-dose inhibition, % at 10 µM; IC50 in µM for titrated hits | hit rate 0.13% among 290,000;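 active means spots per cell inhibited over 60%, with over 100 cells counted and total cytoplasm intensity under 500,000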;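 further: U2OS cells stably carrying GPR55 and arrestin-GFP stimulated by 5 µM LPI near EC80; imaged beta-arrestin-GFP aggregate spots per cell after agonist stimulation; plate controls were LPI-stimulated DMSO wells for no effect and DMSO wells without LPI for full effect; some results filed as inactive read as strong as hits; confirmed hits need IC50 under 10 µM and bright autofluorescent wells are also inconclusive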
NOD1 inhibition = NOD1 signaling inhibitors, primary screen, cell-based, luminescence, uHTS (AID 1578). hit rate 1% among 290,000. NOD1-driven NF-kB luciferase reporter cells, luminescence; higher % means a stronger effect. inhibition, % at 4 µM, or EC50 in µM where a hit was titrated; in the data active means inhibition mostly above about 36%, no sharp cut-off; inactive means mostly below about 34%;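 further: HEK-293T reporter cells stimulated with the NOD1 agonist gamma-tri-DAP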
NTR1 ag cell count 20 µM = second read-out of NTR1 ag, no call of its own (marks repeat the call); cell count; measured here: cell count, cytotoxicity flag
Starred values were filed as active, the others as inactive; x = no result given; [ ] = remark or other dose. These rows are one share of the data (hit frequency here may not be typical).

SMILES	GPR35 antagonists	KOR beta-arrestin-1	MgcRacGAP inhibition	GPR55 activation	K1F lysis inhibition	KOR beta-arrestin-2	NTR1 ag	NTR1 ag cell count 20 µM	GPR55 LPI antagonism	NOD1 inhibition
O=C(NC1CC1)C1=C[C@H](c2csc3ccccc23)C[C@H](OCc2ccc(CO)cc2)O1	-9%	-8%	8%	-0.1%	1.0%	0.6%	3.0	60	-4%	-1%
Cc1ccc(C(=O)Nc2nnc(S(=O)(=O)N3CCCCCC3)s2)cc1	-15%	20%[20 µM]	3%	-0.1%	0.0%	-1.0%	3.3	58	-1%	-23%
Cc1ccccc1NC(=O)NCCCCc1ccccc1	-9%	5%	5%	0.5%	-0.5%	3.2%	-0.6	64	9%	-28%
O=C(CCN1CCCC1)Nc1ccccc1	4%	2%	7%	0.0%	0.5%	1.1%	-0.6	73	-3%	-21%
Oc1ccc(C[C@H]2CNC(=S)N2CCc2cc(C(F)(F)F)cc(C(F)(F)F)c2)cc1	-3%	-3%	8%	0.3%	-0.5%	-1.9%	0.9	48	7%	-31%
CCn1c(SCC(=O)Nc2sc3c(c2C#N)CCC(C(C)(C)C)C3)nnc1-c1ccco1 (stereo not given)	8%	-7%	4%	0.5%	2.7%	11%	11	89	-7%	11%
CCC1=NN(C(=O)C(=O)Nc2ccccc2OC)C(O)(C(F)(F)F)C1 (stereo not given)	-11%	-27%	1%	-0.1%	3.7%	8.2%	-0.5	50	4%	27%
CCCCCCC(=O)NNC(=O)c1c(O)c2ccccc2n(CCC)c1=O	3%	-40%[20 µM]	1%	-0.1%	0.6%	x	10	55	-1%	41%
COc1cc(/C=C/C(=O)O)cc(S(=O)(=O)N2CCN(S(=O)(=O)c3ccc(Cl)cc3)CC2)c1OC	-5%	-28%	6%	-0.2%	0.2%	42%	1.0	44	2%	-15%
CN1C(=S)SC(C)(C)C1/[N+]([O-])=C/c1cccnc1 (stereo not given)	0%	-6%	11%	-0.1%	4.1%	-4.4%	2.9	45	0%	6%
CC(=O)Nc1ccc(C(=O)Nc2cc(C(F)(F)F)ccc2-n2cnc3ccccc32)cc1	-2%	18%	-1%	-0.3%	-0.6%[50 µM]	-0.4%	-1.9	15	3%	4%
C=CCn1c(CCC(O)CCCCC)n[nH]c1=S (stereo not given)	-4%	-5%	5%	-0.2%	0.0%	-2.8%	2.9	92	7%	-12%
COCCNC(=O)/C(C#N)=C/c1c(N2CCN(c3cccc(Cl)c3)CC2)nc2c(C)cccn2c1=O	-5%	15%	x	-0.1%	0.0%	-5.3%	14	56	11%	16%
CC(CCc1ccccc1)NC(=O)c1ccccc1 (stereo not given)	-1%	-23%	9%	0.0%	0.3%	-0.1%	-1.4	49	-6%	-22%
CCC(=O)Nc1c2c(nn1-c1ccccc1)CSC2	-8%	-30%	-4%	-0.2%	0.2%	-3.9%	-1.4	61	-9%	-26%
N/C(CC1CC1(Cl)Cl)=N\OC(=O)c1ccccc1 (stereo not given)	-1%	0%	10%	0.0%	1.0%	7.7%	0.5	48	-2%	10%
Fc1ccc(/C=N/NC(=S)NCCc2ccccc2)cc1F	-4%	-7%	5%	0.6%	0.0%	3.1%	4.9	36	5%	-38%
Cc1nn(Cc2c(F)c(F)c(F)c(F)c2F)c(C)c1NC(=O)c1ccc(COc2ccccc2Cl)cc1	11%	12%	9%	0.0%	0.8%	-0.7%	x	x	2%	-39%
COc1ccc(-c2cn[nH]c2-c2ccc(OCc3ccc(F)cc3)cc2O)cc1OC	-12%	x	14%	-0.1%	0.5%	3.0%	15	53	-8%	x
CN1CCN(C(=O)CCCOc2ccc(Cl)cc2Cl)CC1	24%	31%	2%	-0.1%	0.3%	2.2%	-3.0	94	-2%	13%
O=[N+]([O-])c1ccccc1CN1CCN(Cc2ccc3ccccc3c2)CC1	-2%	-33%[20 µM]	28%	-0.2%	0.1%	2.8%	2.5	53	-2%	15%
Cc1cc(C)cc(NC(=O)CSc2ccc(-c3cccs3)nn2)c1	-7%	3%	3%	-0.1%	0.1%[50 µM]	0.2%	4.8	71	5%	-25%
CCOC(=O)c1c(NC(=O)CN2CCCCC2)sc(C)c1C	-1%	4%[20 µM]	5%	0.2%	0.4%	x	14	48	-8%	-19%
Cc1c(N(C)S(=O)(=O)c2cc(C(=O)N3CCCC3)ccc2Cl)c(=O)n(-c2ccccc2)n1C	-8%	18%	8%	-0.1%	0.0%	-2.6%	-1.3	44	-3%	-4%
COCCn1c(SCC(=O)Nc2cc(C)cc(C)c2)nnc1C(C)C	-8%	11%	3%	0.1%	0.1%	-0.1%	-0.7	60	4%	11%
SMILES	GPR35 antagonists	KOR beta-arrestin-1	MgcRacGAP inhibition	GPR55 activation	K1F lysis inhibition	KOR beta-arrestin-2	NTR1 ag	NTR1 ag cell count 20 µM	GPR55 LPI antagonism	NOD1 inhibition
O=C(N/N=C/c1ccco1)C1CC(=O)N(c2ccccc2)C1 (stereo not given)	6%	5%	4%	0.8%	0.1%	-4.3%	0.8	80	15%	-20%
CCOc1ccccc1NC(=O)Nc1ccncc1	1%	-7%	4%	0.0%	-0.1%	-4.6%	7.6	46	5%	-26%
O=C(CN1CCN(Cc2ccccc2F)C1=O)NCC1CCCO1 (stereo not given)	10%	39%	2%	-0.2%	-0.6%[50 µM]	-5.4%	2.1	56	7%	-3%
COc1ccc(-n2cc(C(=O)c3ccc4ccccc4c3O)cn2)cc1	-9%	11%	-1%	-0.2%	-0.9%	2.3%	2.9	40	9%	-36%
COc1ccc(C(=O)NCc2nnc(SCC(=O)c3ccccc3)o2)cc1	-5%	0%	7%	-0.2%	0.2%	-5.3%	-0.7	70	7%	-12%
COc1ccc(Cn2c(=S)[nH]c3ccccc32)cc1	-8%	10%	8%	-0.1%	0.4%	-2.4%	-1.2	65	5%	-16%
Cc1ccc(Cl)cc1N1CCN(C(=O)CN(c2ccccc2)S(=O)(=O)N(C)C)CC1	-1%	-40%	14%	-0.2%	0.0%	4.4%	4.4	72	3%	1%
O=C(CN1CCOCC1)OCCCC1CCCCC1	-7%	-13%	9%	-0.1%	3.2%	5.5%	0.6	53	-3%	-8%
Cc1cc(=O)c2cc(C(=O)c3ccccc3)ccc2[nH]1	13%	18%	8%	0.2%	0.1%	2.3%	1.6	40	12%	0%
O=C(NCc1ccccc1)C1=C[C@H](C2CC2)C[C@H](OCCCCO)O1	2%	8%	9%	0.2%	0.9%	-3.5%	-0.7	93	2%	-17%
CCN(CC)C(=O)CSc1nc(O)c(Cc2ccc(OC)cc2)c(=O)[nH]1	12%	-2%	0%	-0.2%	1.0%	3.6%	0.1	62	5%	7%
CC(=O)N(CCO)Cc1cc2cc(C)cc(C)c2[nH]c1=O	-4%	10%	12%	0.3%	0.0%	-2.1%	-0.1	52	-3%	-28%
CC(C)CC1(C(=O)O)NC(c2ccccc2O)C2C(=O)N(C(C)C)C(=O)C21 (stereo not given)	-3%	45%	5%	-0.1%	8.3%	-6.9%	-0.7	54	4%	9%
CC(CCc1ccccc1)NC(=O)COC(=O)c1cccc2ccccc12 (stereo not given)	-5%	18%	10%	0.4%	5.5%	6.1%	2.2	50	8%	-23%
CC(C)NC(=O)NNC(=O)c1cc(COc2cc(Cl)cc(Cl)c2)on1	2%	10%	-2%	-0.2%	-0.3%	0.9%	0.4	41	16%	-12%
Cc1cccn(Cc2c(F)cccc2Cl)c1=O	-25%	-24%	8%	-0.1%	1.7%	-0.8%	0.8	44	-11%	-10%
CCOC(=O)CNC(=S)N1CCn2c(nc3ccccc32)C1	-2%	x	4%	0.3%	0.2%	x	1.6	74	-1%	-40%
COc1cc(C(=O)O[C@H]2C/C(C)=C/CC[C@@]3(C)O[C@@H]3[C@H](O)[C@@H]2C(C)C)cc(OC)c1OC	0%	8%	7%	0.4%	-0.1%	3.5%	3.4	95	-5%	-14%
O=C1C(=O)c2c(C(=O)c3ccccc3)coc2-c2ccccc21	20%	50%	12%	0.8%	3.2%	12%	8.8	55	-4%	61%
COc1ccc(Nc2nc3c([nH]2)c(=O)[nH]c(=O)n3C)cc1	-3%	-18%	17%	0.2%	0.6%	-0.9%	1.0	65	4%	-25%
COCc1nnc(NC(=O)CCCOc2ccccc2OC)s1	6%	-4%	7%	-0.2%	0.0%	9.7%	6.7	77	0%	-24%
CCOC(=O)C1CCN(C(C)=C2C(=O)c3ccccc3C2=O)CC1	11%	-34%	6%	0.3%	-4.8%	4.1%	0.2	63	-15%	-3%
COc1ccc(S(=O)(=O)Nc2ccc(S(=O)(=O)Nc3ccc(F)cc3)cc2)cc1C	-6%	-6%	-1%	0.4%	0.4%	-0.5%	-0.9	37	18%	-4%
CCc1nc(NCc2ccccc2)c(C#N)c2c1CCCC2	8%	10%	2%	-0.1%	0.0%	-1.5%	7.3	80	-2%	-22%
CC(C)[C@H](NC(=O)c1ccco1)C(=O)OCC(=O)Nc1ccccc1OC(F)F	26%	-17%	7%	0.2%	0.5%	-1.2%	-0.3	55	-3%	-11%
SMILES	GPR35 antagonists	KOR beta-arrestin-1	MgcRacGAP inhibition	GPR55 activation	K1F lysis inhibition	KOR beta-arrestin-2	NTR1 ag	NTR1 ag cell count 20 µM	GPR55 LPI antagonism	NOD1 inhibition
COc1ccc(-c2cc3nc(C)c(CCC(=O)NCc4ccc(F)cc4)c(C)n3n2)c(OC)c1	11%	20%	9%	0.0%	-0.1%	-3.0%	0.8	88	11%	13%
Cc1ccc(C)c(CN2C(=O)C(C)Oc3ccc(C)cc32)c1 (stereo not given)	9%	-32%	2%	-0.3%	2.2%	-2.4%	2.0	54	3%	-20%
COc1cccc(C(=O)Oc2cc3c4c(c2)C(C)=CC(C)(C)N4C(=O)C3=O)c1	-22%	-68%	11%	3.8%	0.1%	1.3%	7.4	33	-1%	13%
COCCn1c(Cc2ccccc2)nnc1SCC(=O)N1CCOCC1	18%	-1%	7%	-0.3%	-0.3%	-4.4%	1.0	37	2%	-25%
CCCc1ccc(Oc2cc(C)nc(N3CCOCC3)n2)cc1	-4%	24%	2%	-0.1%	3.0%	-4.0%	14	52	6%	24%
CC1CC(C)CN(CCCNC(=O)CCNC(=O)Cn2ccc3ccccc3c2=O)C1 (stereo not given)	-10%	0%	6%	-0.1%	0.3%	5.0%	0.3	92	-4%	-8%
